# D1 PAM: Potentiators of Human D1 Dopamine Receptor: qHTS | D(1A) dopamine receptor (Homo sapiens), P21728 | HEK293 TREx D1 cells, calcium flux, dopamine EC20 potentiation | potentiation, % at 10 µM | 360,000 tested, 0.036% active; in the data active = potentiation above about 30%; also: 0% is about no effect
# Target sequence (P21728 whole entry, looked up): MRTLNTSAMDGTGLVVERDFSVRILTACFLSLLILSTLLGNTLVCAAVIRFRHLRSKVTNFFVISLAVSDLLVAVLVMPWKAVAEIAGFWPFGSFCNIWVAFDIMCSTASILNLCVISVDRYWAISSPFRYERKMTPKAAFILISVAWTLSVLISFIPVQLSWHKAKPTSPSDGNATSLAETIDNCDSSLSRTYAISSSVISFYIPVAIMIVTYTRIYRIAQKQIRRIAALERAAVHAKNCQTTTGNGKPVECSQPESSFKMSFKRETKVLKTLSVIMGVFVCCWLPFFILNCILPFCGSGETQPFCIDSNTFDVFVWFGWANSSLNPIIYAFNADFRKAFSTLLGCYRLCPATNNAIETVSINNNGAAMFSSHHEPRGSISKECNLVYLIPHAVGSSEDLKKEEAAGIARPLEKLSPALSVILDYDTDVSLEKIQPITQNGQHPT
# Vif-A3G inh: qHTS for Inhibitors of Vif-A3G Interactions: qHTS | HeLa A3G-eYFP + Vif (tagged APOBEC3G with the HIV-1 protein that degrades it), YFP fluorescence, overnight | DNA dC->dU-editing enzyme APOBEC-3G (Homo sapiens), Q9HC16 | Potency, µM (highest dose often 46.1 µM), for inactives: at the top dose activity, negative = active, most hits filed as inhibitors | 410,000 tested, 0.076% active | AID 602310, 2012;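 also: potency is read from the fitted curve at half-maximal effect; % is scaled to controls: 0 for no effect and ±100 for the full control effect; nearly all actives have a fitted effect of over 60% in size; hits raise eYFP signal because A3G escapes Vif-driven loss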
#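 Read-out is eYFP fluorescence (Ex 488/Em 500-530) from Vif-expressing HeLa A3G-eYFP cells; more signal means A3G escaped Vif-mediated degradation. Cells plated overnight, compound pinned in, incubated overnight at 37 deg C.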
# D1 antag: Antagonist of Human D 1 Dopamine Receptor: qHTS. D(1A) dopamine receptor (Homo sapiens), P21728. HEK293 TREx D1 cells, calcium flux, dopamine EC80; hits give low values. activity change, negative = inhibition, % at 10 µM. 360,000 tested, 3.2% active; in the data active = activity change below about -30%; also: % is scaled to controls: 0 for no effect and ±100 for the full control effect
#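 Compound effects on dopamine-evoked calcium signalling were measured in tetracycline-induced HEK293 Trex D1 cells. Dopamine at EC80 followed a 180 s compound pre-read, and fluorescence was tracked kinetically for 180 s more.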
# RXFP1 agonist: qHTS Assay for Agonists of the Relaxin Receptor RXFP1 | Relaxin receptor 1 (Homo sapiens), Q9HBX9 | HEK293T-RXFP1 cAMP TR-FRET, 30 min; response scale: percent of porcine relaxin response, buffer zero | Potency, µM (highest dose often 57.5 µM), for inactives: top-dose activation, usual class: activators | 370,000 tested, 0.3% active; also: potency is read from the fitted curve at half-maximal effect; % is scaled to controls: 0 for no effect and ±100 for the full control effect; nearly all actives have a fitted effect of over 60% in size; many of its hits are not listed in these tables
#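 cAMP rise read by TR-FRET after 30 min, 37C compound exposure (up to 58 uM) in RXFP1-transfected HEK293 cells with Ro 20174 present. EC50 from Hill-equation fits, with 29 nM porcine relaxin as 100% and buffer as basal.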
# D2 potentiator: HTS Assay for Positive Allosteric Modulators of the Human D2 Dopamine Receptor: Primary Screen for Potentiators | potentiation, % at 10 µM | D(2) dopamine receptor (Homo sapiens), P14416 | 340,000 tested, 0.34% active | HEK293 T-REx D2, calcium flux, EC20 dopamine potentiation;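 active = potentiation over 3 SD above the plate norm, cut at about 30% in these data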; also: 0% is about no effect
# Target sequence (P14416 whole entry, looked up): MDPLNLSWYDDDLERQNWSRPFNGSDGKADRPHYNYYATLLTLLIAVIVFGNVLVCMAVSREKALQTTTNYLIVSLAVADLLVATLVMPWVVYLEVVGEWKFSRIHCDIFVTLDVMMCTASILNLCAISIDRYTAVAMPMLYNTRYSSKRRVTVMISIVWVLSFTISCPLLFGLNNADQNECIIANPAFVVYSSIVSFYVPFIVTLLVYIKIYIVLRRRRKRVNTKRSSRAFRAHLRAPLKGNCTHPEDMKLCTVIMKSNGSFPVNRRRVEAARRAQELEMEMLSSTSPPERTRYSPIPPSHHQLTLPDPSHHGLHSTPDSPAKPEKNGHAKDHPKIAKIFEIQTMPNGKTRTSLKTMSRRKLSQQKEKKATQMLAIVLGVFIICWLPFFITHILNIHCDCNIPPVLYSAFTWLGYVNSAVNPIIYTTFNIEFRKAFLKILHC
#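 Potentiation of an EC20 dopamine calcium response is measured in a force-coupled, tetracycline-inducible Hek293 Trex D2 line. Compound-only kinetic reads over 180 s flag agonists before dopamine addition.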
# LDHA block: qHTS assay for inhibitors of human lactate dehydrogenase | L-lactate dehydrogenase A chain (Homo sapiens), P00338 | purified LDHA, NADH/diaphorase-resazurin fluorescence; hits give low values | activity change, % (values are at about 110 or 230 µM) | 480,000 tested, 0.15% active; in the data active = activity change below about -30%; inconclusive = mostly about -25% to -30%;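 also: plate controls were DMSO wells for no effect and wells without enzyme for full effect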
#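 Human LDH5 at 2 nM final in Tris HCl pH 7.4 with 0.06 mM NADH and 0.2 mM pyruvate, reacted 5 minutes at room temperature. Remaining NADH coupled via diaphorase/resazurin; resorufin fluorescence read at 0 and 20 minutes, normalized to enzyme-free and DMSO wells.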
# Vif-APOBEC3F blk: qHTS for Inhibitors of Vif-A3F Interactions: qHTS. Potency, µM (top dose mostly 46.1 µM), for inactives: top-dose activity, negative = active. 390,000 tested, 0.2% active. HeLa A3F-eYFP + Vif (tagged APOBEC3F with the HIV-1 protein that degrades it), YFP fluorescence increase. AID 602313, 2012; also: potency is read from the fitted curve at half-maximal effect; % of control where 0% means no effect; nearly all actives have a fitted effect of over 65% in size
#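 Fluorescence increase (Ex 488/Em 500-530) after overnight compound treatment at 37 deg C flags inhibition of Vif-driven A3F-eYFP loss in stable HeLa A3F-eYFP/Vif cells seeded overnight beforehand.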
# D1 agonist: Allosteric Agonists of the Human D1 Dopamine Receptor: qHTS | 360,000 tested, 1% active | activation, % at 2 µM | AID 504660, 2011 | HEK293 T-REx D1 cells, calcium flux, agonist mode; in the data active = activation above about 30%; also: 0% is about no effect
#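 Tetracycline-induced HEK293 TREx D1 cells, force-coupled to calcium signalling, were dye-loaded with a no-wash calcium kit. Compound was pin-added after a 10 s baseline. Fluorescence was read kinetically at 1 cycle/s for 180 s, with calcium rises flagged as agonism.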
# Glioma ERSR ind: qHTS for Inducers of the Endoplasmic Reticulum Stress Response (ERSR) in Human Glioma: qHTS | 420,000 tested, 0.02% active | U87-MG GRP78 promoter luciferase reporter, 16 h | Potency, µM, inactives show top-dose activation, hits mostly activators | AID 602332, 2012; also: potency is read from the fitted curve at half-maximal effect; series mostly up to about 76 µM; % of control where 0% means no effect; nearly all actives have a fitted effect of over 35% in size
#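 Stably transfected U87-MG human glioma cells carrying a GRP78-based luminescent sensor were seeded at 1000 cells/well, pin-dosed with compounds and incubated 16 h. Luciferase reagent was then added, and end-point luminescence was read after 10 min at room temperature.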
# * hit, by the source's call; ? = inconclusive; · = no result given. Unless noted, calls follow the shape of the dose curve; as a rule, active = well fitted curve in the direction sought with a large enough effect; inconclusive = small, poorly fitted or top-dose-only effect, or another doubt; inactive = no such curve, though single readings can be large; an effect the other way counts as inactive or inconclusive. A portion of the library; the hit share may differ from the screen's.
item	SMILES	Glioma ERSR ind	D1 agonist	D2 potentiator	D1 antag	Vif-APOBEC3F blk
1	CCCN1CCN(C(=O)c2cc(COc3ccc(F)c(F)c3)on2)CC1	-2%	3	-6	-15	-2%
2	N#CCC(=O)N/N=C/c1ccccc1Cl	4%	9	16	-6	6%
3	CN1CCN(S(=O)(=O)c2ccc(NC(=O)c3cccc(S(=O)(=O)N4CCCC4)c3)cc2)CC1	-2%	1	3	1	4%
4	CCOc1ccc(S(=O)(=O)N(C)C)cc1-c1nc2c(C(C)(C)C)nn(C)c2c(=O)[nH]1	-2%	4	0	6	-1%
5	CCN(CC)C(=O)COc1coc(CN2CCN(c3cccc(Cl)c3)CC2)cc1=O	-2%	6	7	10	0%
6	CCN1CCN(C(=O)Cn2nc(C)n3c(cc4c(OC)cccc43)c2=O)CC1	-4%	1	7	-1	6%
7	Cc1ccc2nc(CSc3nc(C)nc4c3oc3ccccc34)[nH]c2c1	6%	·	·	·	?
8	CC1(C)Cc2c(C#N)c(NCCN3CCOCC3)nc(-c3ccco3)c2CO1	-3%	7	·	4	0%
9	CCOC(=O)c1sc(=S)n(C)c1C	-6%	2	9	2	-4%
10	Cc1ccc2oc(NC(=O)N3CCOCC3)cc(=O)c2c1	-4%	3	5	6	-2%
11	Cc1c(Cl)cccc1-n1nc(C)c2c(C)cc(=O)n(CC(=O)NCc3ccccc3)c21	-4%	1	7	-17	-21%
12	Cn1c(O)c(C=NCC2CCNCC2)c(=O)n(C)c1=O	·	-1	-16	2	·

item	RXFP1 agonist	D1 PAM	Vif-A3G inh	LDHA block
1	-0.8%	-4	-1%	-5
2	1.4%	-1	0%	-10
3	-0.6%	-8	5%	-9
4	0.8%	1	0%	-1
5	1.5%	-2	-1%	-1
6	11%	0	-2%	-3
7	·	·	-1%	1
8	-0.3%	-1	2%	2
9	-1.4%	2	-8%	-5
10	-2.0%	2	-17%	-15
11	1.1%	-3	0%	-1
12	4.5%	-5	·	·

# (more compounds)
item	SMILES	Glioma ERSR ind	D1 agonist	D2 potentiator	D1 antag	Vif-APOBEC3F blk
13	COc1ccccc1CNCC(=O)Nc1cc(S(=O)(=O)N2CCCCCC2)ccc1Cl	-4%	17	-5	-8	2%
14	Cc1ccc(NC(=O)c2ncn(CCCNCCCc3ccccc3)n2)cc1C	0%	·	·	·	6%
15	O=C1N[C@H]2CC=C[C@H]2N(Cc2cccs2)c2ccccc21	-1%	·	·	·	5%
16	COC(=O)CCC(=O)N(CCN(C(=O)CCC(=O)OC)c1ccccc1)c1ccccc1	-3%	5	1	14	2%
17	COc1ccc(OCCCC(=O)Nc2ccc(S(=O)(=O)N3CCOCC3)cc2)cc1	-4%	7	3	-17	-5%
18	Cc1ccc2oc(C(=O)N3CCN(Cc4nccn4C)CC3)c(C)c2c1	-1%	2	-6	12	-6%
19	CN(C)c1ccc(C(CNC(=O)Cc2cccc3ccccc23)N(C)C)cc1 (stereo not given)	-4%	7	-10	2	-2%
20	NS(=O)(=O)c1ccc(CCNC(=O)COC(=O)Cc2ccc(Cl)cc2)cc1	-5%	·	·	·	-3%
21	CSc1ccccc1C(=O)Nc1nc2ccccc2[nH]1	-1%	3	·	-9	3%
22	Cc1ccc(-n2nnnc2C(Cl)(Cl)c2nnnn2-c2ccc(C)cc2)cc1	-3%	3	-7	18	-17%
23	Cn1c(C(C#N)C(=O)c2ccco2)nc2ccccc21 (stereo not given)	-2%	-1	-22	-14	0%
24	COc1ccccc1NC(=O)C1=C(C)Nc2nc(-c3ccco3)nn2C1c1ccccc1 (stereo not given)	-4%	0	14	2	0%

item	RXFP1 agonist	D1 PAM	Vif-A3G inh	LDHA block
13	0.9%	-6	0%	-20
14	·	·	-3%	-3
15	·	·	-2%	-1
16	0.8%	0	0%	-3
17	-0.8%	-4	2%	-7
18	-0.4%	1	1%	-5
19	-0.1%	-4	1%	3
20	·	·	-3%	-2
21	0.2%	-4	2%	0
22	0.6%	1	-13%	4
23	0.0%	-3	-12%	6
24	0.0%	1	-11%	-1

# Continuation:
item	SMILES	Glioma ERSR ind	D1 agonist	D2 potentiator	D1 antag	Vif-APOBEC3F blk
25	COc1ccc(-c2n[nH]c(=S)n2-c2ccc(C)cc2)cc1	-4%	1	3	16	?
26	CC(/C=N/NC(=O)C(O)c1ccccc1)=C\c1ccccc1 (stereo not given)	6%	2	1	-9	2%
27	CCOC(=O)C1CN(S(=O)(=O)c2ccc(Cl)cc2)c2cc(S(=O)(=O)CC)ccc2O1 (stereo not given)	-7%	4	-4	-4	3%
28	O=C(NCCCCCCCCCNC(=O)C(F)(F)F)C(F)(F)F	-3%	6	0	-1	-3%
29	COc1cc(NC(=O)CSc2ccc(-c3cccnc3)nn2)cc(OC)c1	-1%	1	1	-3	-2%
30	CCOc1ccc(NC(=O)c2ccccc2NC(=O)CN2CCCCCC2)cc1	-3%	0	-9	-10	1%
31	CC1=C(c2ccc(Cl)cc2)S(=O)(=O)N=C1N1CCC(C(=O)NCCc2ccco2)CC1	·	-1	-9	-3	·
32	O=C(Nc1ccc(F)cc1)C1C(c2ccccc2)C1(Cl)Cl (stereo not given)	0%	2	·	-18	-2%
33	C=CCn1c(CC(=O)Nc2cccc(OC)c2)nnc1SCC(=O)NC1CCCCC1	1%	-4	-6	-4	-3%
34	CSCCC(NC(=O)c1ccco1)C(=O)OCC(=O)N(Cc1ccccc1)C(C)(C)C (stereo not given)	-2%	2	11	35	5%
35	Cc1ccc(S(=O)(=O)N(CC(=O)N2CCC(C)CC2)c2cccc(C)c2)cc1	-4%	2	10	-5	0%
36	C=CCN(CC=C)C(=O)COC(=O)c1ccc(Sc2ncn[nH]2)c([N+](=O)[O-])c1	2%	3	·	-8	-1%

item	RXFP1 agonist	D1 PAM	Vif-A3G inh	LDHA block
25	5.6%	-4	3%	-4
26	-0.2%	-2	-7%	6
27	2.1%	-3	-1%	-14
28	1.2%	2	-1%	-8
29	4.3%	-6	-4%	-3
30	0.0%	-4	1%	-4
31	-0.4%	-7	·	-8
32	0.7%	1	0%	-11
33	0.2%	-8	1%	-6
34	-0.2%	-1	-2%	-2
35	-1.4%	-5	-4%	0
36	0.7%	-2	5%	-9

# Results in D1 PAM and LDHA block, for some of the entries so far:
cpd | compound | D1 PAM | LDHA block
20 | NS(=O)(=O)c1ccc(CCNC(=O)COC(=O)Cc2ccc(Cl)cc2)cc1 | · | -2
21 | CSc1ccccc1C(=O)Nc1nc2ccccc2[nH]1 | -4 | 0

# (cont.)
item	SMILES	Glioma ERSR ind	D1 agonist	D2 potentiator	D1 antag	Vif-APOBEC3F blk
37	Cc1ccc(Cl)cc1N1CCN(C(=O)Cc2ccc(-n3c(=O)[nH]c4ccsc4c3=O)cc2)CC1	-5%	3	3	3	-1%
38	Cc1ccc(OC(=O)c2sc3ncn(C)c(=O)c3c2C)cc1	8%	3	-4	-12	24%
39	COc1ccc2[nH]cc(CCNC(=O)Nc3cc(C)cc(C)c3)c2c1	-1%	3	20	4	-4%
40	Cc1nonc1NC(=O)CSc1nc2ccccc2cc1C#N	0%	9	8	4	-30%
41	COc1ccc(C)cc1NC(=O)NCCCCc1ccccc1	2%	1	-32	7	0%
42	COc1ccc(-n2cc(-c3ccccc3)c3c(N4CC(C)OC(C)C4)ncnc32)cc1 (stereo not given)	1%	1	-4	12	-13%
43	CC1CCCN(C(=O)c2cccc(S(=O)(=O)N3CCCc4ccccc43)c2)C1 (stereo not given)	-2%	9	-1	-8	0%
44	Cc1noc(C)c1C(=O)OCC(=O)Nc1ccccc1SCC#N	0%	11	11	6	22µM*
45	Cc1ccc(C2=CC(c3ccccc3F)n3c(nc4ccccc43)N2)cc1C (stereo not given)	-8%	13	9	-2	?
46	O=C(Cc1ccccc1)NC(CSSCC(NC(=O)Cc1ccccc1)C(=O)O)C(=O)O (stereo not given)	-2%	·	·	·	-18%
47	CC(=O)c1c(C)nn(C(=O)c2cccs2)c1C	-1%	0	1	9	2%
48	COc1ccc(CCNC(=O)C2CCN(C(=O)c3ccc(Br)cc3)CC2)cc1	-3%	1	2	-1	-1%

item	RXFP1 agonist	D1 PAM	Vif-A3G inh	LDHA block
37	1.7%	-2	0%	-5
38	2.9%	4	4%	-1
39	1.7%	-2	2%	10
40	5.6%	3	0%	-1
41	-0.1%	-1	-8%	-1
42	1.5%	-5	-4%	5
43	2.9%	-3	-1%	2
44	-1.0%	3	-19%	1
45	-1.6%	-5	-22%	6
46	·	·	5%	-5
47	3.8%	-3	1%	2
48	1.1%	-14	0%	-3

# 4 entries drawn at random from those above:
item	SMILES	Glioma ERSR ind	D1 agonist	D2 potentiator	D1 antag	Vif-APOBEC3F blk
47	CC(=O)c1c(C)nn(C(=O)c2cccs2)c1C	-1%	0	1	9	2%
40	Cc1nonc1NC(=O)CSc1nc2ccccc2cc1C#N	0%	9	8	4	-30%
44	Cc1noc(C)c1C(=O)OCC(=O)Nc1ccccc1SCC#N	0%	11	11	6	22µM*
42	COc1ccc(-n2cc(-c3ccccc3)c3c(N4CC(C)OC(C)C4)ncnc32)cc1 (stereo not given)	1%	1	-4	12	-13%

item	RXFP1 agonist	D1 PAM	Vif-A3G inh	LDHA block
47	3.8%	-3	1%	2
40	5.6%	3	0%	-1
44	-1.0%	3	-19%	1
42	1.5%	-5	-4%	5
